Cneo AK release: Cryptococcus neoformans cell lysis inducers, primary screen, AK release luminescence, single concentration. C. neoformans lysis, adenylate kinase release luminescence, 4 h; normalised: neutral wells 0, clomiphene wells 100. lysis activity, % at 15 µM. 360,000 compounds, 0.2% hits;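 active = mean lysis activity across replicates of at least 80%, whatever share of replicates individually reach that level; inactive = mean lysis activity below 80%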
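Assay system: log-phase C. neoformans yeast / Quantity: yeast cell density of 5 × 10^6 cells/mL / Medium: fresh YPD growth medium / Compound: single dose / Timing: static 4 h at 37 °C with compound, 1 h detection / Measured by: adenylate kinase release luminescence / Read-out: lysis from increased AK signal / Benchmarks: Clomiphene as positive lysis control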
miR-122 sensor: miR-122 Renilla sensor signal increase in Huh7, primary screen, miR-122 inhibitor project, cell-based, single point, plate reader; Huh7 miR-122 Renilla luciferase sensor, 48 h; neutral wells = 0, positive control = 100; activation (reporter increase), % at 12.5 µM; 340,000 compounds, 0.3% hits;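 active = mean replicate activation score at least 90 and every replicate individually at or above 90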;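 also: higher luciferase means less miR-122 activity so hits act as miR-122 inhibitors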
ERp5 inh: inhibitors of ERp5-driven insulin aggregation, primary screen, biochemical, turbidity, absorbance 650 nm, single point; 350,000 compounds, 0.05% hits; inhibition, % at 9.99 µM; AID 651711, 2012; Protein disulfide-isomerase A6 (Homo sapiens), Q15084; 90 min;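 active = mean replicate inhibition above about 25%, with every replicate also reaching it, limit read from the data, passing the limit was not always enough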
Target sequence (Q15084 whole entry, looked up): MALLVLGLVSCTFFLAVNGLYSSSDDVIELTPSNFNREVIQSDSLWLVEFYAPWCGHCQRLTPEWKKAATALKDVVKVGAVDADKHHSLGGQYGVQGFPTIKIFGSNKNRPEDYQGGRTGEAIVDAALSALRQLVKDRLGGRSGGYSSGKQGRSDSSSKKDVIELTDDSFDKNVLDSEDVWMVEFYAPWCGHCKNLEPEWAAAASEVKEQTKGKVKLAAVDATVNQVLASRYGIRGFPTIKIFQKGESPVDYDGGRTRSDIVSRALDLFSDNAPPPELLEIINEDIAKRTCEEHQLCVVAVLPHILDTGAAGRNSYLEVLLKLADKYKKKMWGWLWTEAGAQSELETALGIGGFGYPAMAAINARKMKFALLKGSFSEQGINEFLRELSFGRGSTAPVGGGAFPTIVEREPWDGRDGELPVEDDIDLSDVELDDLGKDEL
SIRT5 block: SIRT5 desuccinylase inhibitors, primary screen, biochemical, fluorescence imaging, single point, set 5 | NAD-dependent protein deacylase sirtuin-5, mitochondrial (Homo sapiens), Q9NXA8 | Purified SirT5, succinyl-peptide AMC, trypsin-coupled fluorescence | inhibition, % at 15 µM | 330,000 compounds, 1.1% hits | AID 652115, 2013; in the data active = inhibition above about 15%
Target sequence (Q9NXA8 whole entry, looked up): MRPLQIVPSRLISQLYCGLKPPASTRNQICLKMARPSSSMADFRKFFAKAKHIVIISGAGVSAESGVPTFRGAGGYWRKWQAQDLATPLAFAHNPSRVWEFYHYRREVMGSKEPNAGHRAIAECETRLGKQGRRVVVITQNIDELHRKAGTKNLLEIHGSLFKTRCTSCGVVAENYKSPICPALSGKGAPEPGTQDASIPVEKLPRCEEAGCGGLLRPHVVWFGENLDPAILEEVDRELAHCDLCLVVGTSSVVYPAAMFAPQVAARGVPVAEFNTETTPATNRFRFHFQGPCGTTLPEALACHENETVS
esBAF inh: Bmi1 luciferase reporter increase in mESCs, primary screen, esBAF inhibitor project, mouse ES cells, Bmi1 luciferase knock-in, single point | 24 h; 100% = twice the neutral-well signal | reporter increase, % at 12.5 µM | 350,000 compounds, 2% hits | AID 602393, 2012; in the data active = activation above about 40%;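 also: 0% = median of the plate's neutral control wells and 100% = double that signal; a rise in the Bmi1 reporter signal indicates esBAF inhibition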
C2C12 statin: suppressors of statin myotoxicity in C2C12 myotubes, primary screen, cell-based, single point, plate reader. C2C12 myotubes + simvastatin, ATP luminescence, 48 h; scaled: DMSO 0, geranylgeraniol control 100. rescue of ATP level, % at 7.49 µM. 330,000 compounds, 0.78% hits. AID 602340, 2012;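 active = mean ATP rescue above about 67%, or every replicate alone reaching that limit, limit read from the data, passing the limit was not always enough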;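 also: myotubes were challenged with 10 µM simvastatin during compound exposure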
ARNT TACC3 PPI: disruptors of ARNT/TACC3 protein interaction, primary screen, biochemical, AlphaScreen, single concentration; inhibition, % at 9.99 µM; 390,000 compounds, 0.66% hits; AlphaScreen His-ARNT PAS-B/GST-TACC3 binding, luminescence; TACC3 fragment carries E629A point mutation; AID 623870, 2012; Transforming acidic coiled-coil-containing protein 3 (Homo sapiens), Q9Y6A5;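 active = mean inhibition of replicates at least 50% and at least half of replicates each reaching 50%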;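 also: 0% = complete ARNT plus TACC3 wells and 100% = ARNT alone without TACC3; many hits fall short of the cut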
* = called active by the depositor; nt = not tested or not shown; + = active, no number; & = joins results of further samples; [ ] = another dose, or the depositor's remark.

no.	Molecule	Cneo AK release	miR-122 sensor	ERp5 inh	SIRT5 block
1	COc1ccc(OCC2c3cc(OC)c(OC)cc3CCN2C(=O)C(C)C)cc1 (configuration not stated)	nt	nt	2	3
2	Cc1cccc(NC(=O)CSCC(=O)N(CCC(C)C)c2c(N)n(Cc3ccccc3)c(=O)[nH]c2=O)c1	nt	-6	2	4
3	C[C@H](CO)N1C[C@H](C)[C@@H](CN(C)C(=O)Nc2ccc(C(F)(F)F)cc2)Oc2ccc(NC(=O)Nc3ccccc3)cc2C1=O	47&-2	-5[16.7 µM]	3&2	2&1
4	COc1cc(OC)nc(Nc2nc(C(N)Cc3ccccc3)cs2)n1 (configuration not stated)	3	nt	2	-2
5	CN1CCN(Cc2nc(Cc3cccc(F)c3)no2)CC1c1ccccc1 (configuration not stated)	nt	nt	-3	0
6	CCCNC(=O)N1C[C@@H]2[C@H](c3ccccc31)[C@@H](CO)N2C(=O)Nc1ccc(F)cc1	0	30[16.7 µM]	-3	-2
7	CCC(=NNS(=O)(=O)c1ccc(C)cc1)c1ccccc1	1	-1	12	-3
8	Fc1ccc(-n2cc(CNCCc3ccncc3)c(-c3ccccc3Cl)n2)cc1	1	nt	4	-7
9	CCCNC(=O)N1C[C@@H](O)COC[C@H]2O[C@@H](CC(=O)N3CCC(Cc4ccccc4)CC3)CC[C@@H]21	3	1[16.7 µM]	-2	0
10	COc1ccc(C(=O)CCC(=O)N2CCN(c3cccc(Cl)c3)CC2)cc1	1	-8	4	nt
11	C[C@H]1CN([C@@H](C)CO)C(=O)c2cc(NC(=O)Nc3cccc4ccccc34)ccc2O[C@@H]1CN(C)Cc1ccc(C(=O)O)cc1	-1	-2[16.7 µM]	7	-1
12	Cc1ccc(C(=O)NNC(=O)c2csc(N3CCOCC3)n2)o1	0	-2	3	4
13	O=C(CS(=O)(=O)c1ccccc1)Nc1nnc(Cc2ccccc2)s1	1	nt	0	0
14	COC(=O)c1cc(N=Nc2sc(N)nc2C)cc(C(=O)OC)c1	2	5	3	-5
15	Cc1ccccc1NC(=O)c1sc(Cl)nc1C	nt	nt	4	-10

no.	esBAF inh	C2C12 statin	ARNT TACC3 PPI
1	nt	nt	4
2	nt	nt	0
3	1&7	-37&0	8&-1
4	-5	-2	nt
5	nt	nt	1
6	4	0	0
7	1	-3	nt
8	nt	nt	1
9	4	7	5
10	3	8	0
11	0	15	-7
12	-9	-20	nt
13	-8	-7	18
14	7	-3	-27
15	nt	nt	-2

The results go on:
no.	Molecule	Cneo AK release	miR-122 sensor	ERp5 inh	SIRT5 block
16	O=C(c1ccc([N+](=O)[O-])cc1Cl)N1CCN(c2ccccn2)CC1	nt	-2	0	4
17	CCC(=O)N1CCc2cc(S(=O)(=O)CCC(=O)O)ccc21	-2	-7	nt	nt
18	O=C(CNC(=O)N1CC(=O)Nc2ccccc21)Nc1ccc(F)c(Cl)c1	0	nt	-4	1
19	c1ccc(-c2nccc(-c3ccc(-n4cnc5ccccc54)cc3)n2)cc1	-3	-3	nt	nt
20	CCn1c(=O)c2sccc2n(Cc2cccc(C)c2)c1=O	-6	nt	0	-1
21	CC(C)NC(=O)N(C)C[C@H]1Oc2cc(C3=CCCCC3)ccc2S(=O)(=O)N([C@H](C)CO)C[C@@H]1C	-6	26[16.7 µM]	3	4
22	COc1cccc(C2C=C(c3cccs3)Nc3ncnn32)c1OC (configuration not stated)	-2	-7	nt	nt
23	O=C(Cn1c(=O)cnc2ccccc21)N1CCN(S(=O)(=O)c2cccc([N+](=O)[O-])c2)CC1	nt	-5	-8	-1
24	C/C(=N\NC(=O)c1ccoc1C)c1ccccc1O	-4	1	4	-1
25	CNC(=O)N(C1=NCC(C)(C)S1)c1ccc(F)c(Cl)c1	-1	5	-8	-1
26	Cc1ccc(NC(=O)Cn2c(=O)cnc3ccccc32)cc1S(=O)(=O)N1CCOCC1	3	nt	8	-2
27	CCOC(=O)CSc1nc2ccc(C)cc2n2cnnc12	-3	nt	-4	-1
28	Cc1ccc(S(=O)(=O)Nc2ccc3c(c2)C(=O)N([C@@H](C)CO)C[C@@H](C)[C@H](CN(C)Cc2ccc(C(=O)O)cc2)OCCCC[C@H](C)O3)cc1	3	4[16.7 µM]	2	0
29	O=C(Nc1nnc(-c2cccs2)o1)c1ccco1	-1	0	4	nt
30	O=C(CCCC(=O)N(c1ccc(F)cc1)C(C(=O)NC1CCCC1)c1ccc(O)cc1)Nc1ccccn1 (configuration not stated)	0	nt	-4	0

no.	esBAF inh	C2C12 statin	ARNT TACC3 PPI
16	1	0	1
17	-7	10	-1
18	1	4	3
19	-1	-10	29
20	-6	14	-8
21	-6	nt	1
22	-5	-9	28*
23	-5	-5	-6
24	36	-29	nt
25	0	-5	-2
26	-4	12	nt
27	-2	-1	-3
28	-1	nt	-8
29	5	69*	51*
30	4	14	4

(further entries)
no.	Molecule	Cneo AK release	miR-122 sensor	ERp5 inh	SIRT5 block
31	OC[C@@H]1CN(Cc2ccc3c(c2)OCO3)C[C@H](n2cnc3c(NC4CC4)ncnc32)O1	0	-1	-3	nt
32	CCc1ccc(N2CC(C(=O)OCC(=O)NC3CCS(=O)(=O)C3)CC2=O)cc1 (configuration not stated)	0	-7	nt	nt
33	COc1ccc2cc(C(=O)C3CCCN(C(=O)c4cncs4)C3)ccc2c1 (configuration not stated)	-1	4	2	-32
34	CCCN1C[C@@H](C)[C@@H](OC)CN(C)C(=O)c2cc(NC(=O)c3cccc(F)c3)ccc2OC[C@H]1C	-2	0[16.7 µM]	3	5
35	c1ccc(CNc2ncnc3nc[nH]c23)cc1	2	-7	2	3
36	Cc1ccc(NC(=O)Cn2c(CCC(=O)O)ccc2-c2ccc(Cl)cc2)cc1	-1	nt	-2	-6
37	CCOC(=O)c1ccc(-n2c(-c3ccco3)nc3ccccc3c2=O)cc1	-2	-3	nt	nt
38	COc1cccc(/C=N/NC(=O)c2cnn(-c3ccccc3)c2N)c1	0	1	4	nt
39	Cc1ccc(S(=O)(=O)N2C[C@H](O)COC[C@H]3O[C@H](CC(=O)NCc4ccc(Cl)c(Cl)c4)CC[C@@H]32)cc1	2	-8[16.7 µM]	2	0
40	O=C(CCCOc1ccccc1)NCc1ccco1	0	-6	nt	nt
41	Cc1ccc(N2C(=O)C3CCCN3C2=S)cc1C (configuration not stated)	-3	6	5	-2
42	COc1ccc(-c2cc(C(=O)NCCN3CCOCC3)c3ccccc3n2)c(OC)c1	4	-1	nt	nt
43	C(=C\c1ccccc1)/CN1CCN(C(c2cc3ccccc3o2)c2nnnn2C2CCCCC2)CC1 (configuration not stated)	44	6	5	12
44	COc1ccc(C(=O)N(CCc2ccccc2)Cc2ccccc2)cc1S(=O)(=O)N1CCOCC1	0	nt	4	0
45	CCOc1ccc(CNC(=O)CCCc2cn(C)c3ccccc23)cc1OC	1	0	1	0

no.	esBAF inh	C2C12 statin	ARNT TACC3 PPI
31	-1	-5	nt
32	-3	2	-3
33	nt	nt	-7
34	-4	-3	-5
35	1	-2	0
36	-1	3	-3
37	4	nt	-3
38	60*	-45	1
39	-1	2	15
40	-3	10	-10
41	9	0	-3
42	-2	-7	-3
43	2	2	nt
44	5	16	-3
45	-1	44	2

Next part:
no.	Molecule	Cneo AK release	miR-122 sensor	ERp5 inh	SIRT5 block
46	C[C@H](CO)N1C[C@H](C)[C@@H](CN(C)C(=O)Nc2ccc(F)cc2)Oc2ccc(NS(=O)(=O)c3cccs3)cc2CC1=O	2	1[16.7 µM]	4	-3
47	N/C(=N\c1nc2ccccc2o1)NC(=O)c1ccccc1F	1	3	nt	nt
48	COc1cc(CNc2ncnc3c2ncn3[C@H]2CN(Cc3ccc(Cl)cc3)C[C@@H](CO)O2)cc(OC)c1OC	-4	-8	-7	5
49	Cc1ccc(S(=O)(=O)N2CCN(c3ccccc3)CC2)cc1C	0	3	2	-9
50	O=S(=O)(Nc1ccc(N2CCCCC2)cc1)c1ccccc1	1	2	nt	nt
51	O=C(Nc1ccc2c(c1)[C@H]1C[C@H](CC(=O)N3CCc4ccccc4C3)O[C@H](CO)[C@H]1O2)Nc1ccccc1F	-5	-11[16.7 µM]	1	15*
52	CC=Cc1ccc2n(c1=O)C[C@@H]1[C@@H](CO)[C@H](C(=O)NCC3CCCCC3)[C@H]2N1C(=O)CC (mixture of isomers)	-1	5[16.7 µM]	-5	-24
53	On1ccccc1=S	14	0	7	-2
54	CC(C)(CN1CCNCC1)NS(=O)(=O)c1ccc(Cl)cc1	1	nt	1	-2
55	COc1ccc(CNCc2ccc3ccccc3c2)c(OC)c1	1	-11	1	-9
56	CN(C)C(=O)c1cccc(-c2ccc([C@@H]3[C@@H](CO)N4CCCCN(C(=O)C5CCC5)C[C@H]34)cc2)c1	-1	4[16.7 µM]	-11	1

no.	esBAF inh	C2C12 statin	ARNT TACC3 PPI
46	-6	-20	3
47	nt	nt	1
48	-6	0	nt
49	2	-5	-7
50	nt	nt	18
51	6	-9	-8
52	-4	-5	12
53	-5	5	+
54	-3	-5	1
55	-4	-24	-1
56	nt	nt	-5

Reformatted with tabs: part of the list above.
#	structure	Cneo AK release	miR-122 sensor	ERp5 inh	SIRT5 block	esBAF inh	C2C12 statin	ARNT TACC3 PPI
51	O=C(Nc1ccc2c(c1)[C@H]1C[C@H](CC(=O)N3CCc4ccccc4C3)O[C@H](CO)[C@H]1O2)Nc1ccccc1F	-5	-11[16.7 µM]	1	15*	6	-9	-8
52	CC=Cc1ccc2n(c1=O)C[C@@H]1[C@@H](CO)[C@H](C(=O)NCC3CCCCC3)[C@H]2N1C(=O)CC (mixture of isomers)	-1	5[16.7 µM]	-5	-24	-4	-5	12
53	On1ccccc1=S	14	0	7	-2	-5	5	+

2 of the compounds above, with one line to a screen:
55	COc1ccc(CNCc2ccc3ccccc3c2)c(OC)c1
56	CN(C)C(=O)c1cccc(-c2ccc([C@@H]3[C@@H](CO)N4CCCCN(C(=O)C5CCC5)C[C@H]34)cc2)c1
compound no.	55	56
Cneo AK release	1	-1
miR-122 sensor	-11	4[16.7 µM]
ERp5 inh	1	-11
SIRT5 block	-9	1
esBAF inh	-4	nt
C2C12 statin	-24	nt
ARNT TACC3 PPI	-1	-5

Screens from PubChem.
